# CAL PDZ FP-1: blocks peptide binding to human CAL PDZ domain; Q9HD26; purified CAL PDZ, TMR-peptide fluorescence polarization, 1 h; inhibition, % at 20 µM; actives 0.02% (n = 330,000); AID 504414;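 active = highest replicate inhibition of at least 40%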;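 note: plate controls were DMSO neutral control wells for no effect and unlabeled competitor peptide control wells for full effect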
#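 System: tagged CAL PDZ domain. Schedule: 1 h room-temperature incubation prior to read. Signal: fluorescence polarization (mP). Measure: percent inhibition from loss of millipolarization.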
# SR-BI HDL uptake: inhibitors of mouse SR-BI mediated HDL lipid uptake | Q61009 | ldlA[mSR-BI] CHO cells, DiI-HDL uptake fluorescence, 3 h | inhibition, % at 12.5 µM | actives 0.96% (n = 320,000) | AID 488896;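 active = mean replicate inhibition of at least 70% and a set share of replicates each scoring 70 or more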;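 note: 0% = median of neutral control wells and 100% = median of positive control wells; values of inactives mirror those of a sister screen read the other way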
# Target sequence (Q61009 whole entry, looked up): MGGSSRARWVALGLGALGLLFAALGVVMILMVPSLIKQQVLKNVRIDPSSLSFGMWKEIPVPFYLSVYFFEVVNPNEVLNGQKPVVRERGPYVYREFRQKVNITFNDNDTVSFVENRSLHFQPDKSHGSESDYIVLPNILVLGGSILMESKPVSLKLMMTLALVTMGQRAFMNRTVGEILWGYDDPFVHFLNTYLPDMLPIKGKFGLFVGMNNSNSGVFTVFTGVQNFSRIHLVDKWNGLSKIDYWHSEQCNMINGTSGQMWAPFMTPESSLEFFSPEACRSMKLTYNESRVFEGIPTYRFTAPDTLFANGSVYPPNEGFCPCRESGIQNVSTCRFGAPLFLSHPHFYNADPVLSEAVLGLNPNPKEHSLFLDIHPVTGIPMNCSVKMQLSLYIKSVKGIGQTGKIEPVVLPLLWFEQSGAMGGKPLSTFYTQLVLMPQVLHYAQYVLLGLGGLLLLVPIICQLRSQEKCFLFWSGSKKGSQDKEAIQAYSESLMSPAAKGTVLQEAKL
# Wnt bcat act: activates Wnt/beta-catenin signaling in a reporter cell assay; activator, plate reader; activation, % at 9.35 µM; actives 1.2% (n = 300,000); AID 743398; in the data active = activation above about 30%, passing the limit was not always enough;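 note: 0% = neutral control wells and 100% = positive control wells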
# E coli growth: counter-screen for AddAB inhibitors: E. coli growth inhibition | E. coli V3065 growth, OD600 absorbance, 18 h | actives 0.27% (n = 330,000) | inhibition, % at 11.9 µM;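 active = inhibition above the campaign's mean inhibition across all tested compounds plus 3 SD, cut at about 9.9% in these data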;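 note: uninfected addAB+ strain grown without phage in ampicillin broth; 0% = DMSO wells and 100% = ciprofloxacin 0.95 µg/ml wells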
# AddAB inh: less growth of phage-infected E. coli with AddAB. E. coli expressing H. pylori AddAB, absorbance growth. actives 0.29% (n = 330,000). inhibition, % at 11.9 µM; in the data active = inhibition above about 12%;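 note: 0% = vehicle wells of infected cells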
# Tat export inh: E. coli Tat transport inhibition. E. coli MC4100 TorA-mCherry Tat export, fluorescence. inhibition, % at 10 µM. actives 0.036% (n = 340,000). AID 488895;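 active = mean replicate inhibition at least 50% and at least half of replicates individually reaching 50%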;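 note: exported cargo escapes ClpAP degradation while cytoplasmic cargo is degraded and loses fluorescence; 0% = median of neutral control wells and 100% = median of NaSCN control wells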
# MITF TRPM1 HTS: activators of MITF-driven TRPM1 promoter activity in SK-MEL-5 cells; SK-MEL-5 TRPM1-promoter luciferase, 24 h; % of positive control, neutral wells = 0; activation, % at 12.5 µM; actives 0.75% (n = 300,000);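 active = mean activation of at least 80% with every replicate also reaching 80%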;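 note: 0% = neutral control wells and 100% = parthenolide positive control wells; values of inactives mirror those of a sister screen read the other way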
# phage Ecoli inh: E. coli growth loss with phage present; growth absorbance; inhibition, % at 11.9 µM; actives 0.26% (n = 360,000); in the data active = inhibition above about 11%
# CAL PDZ FP-2: CAL PDZ (human) peptide binding inhibition. Q9HD26. purified CAL PDZ, TMR-peptide fluorescence polarization, 1 h. inhibition, % at 24.9 µM. actives 0.92% (n = 300,000). AID 602252;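 active = mean inhibition of at least 30% with at least half of replicates also reaching 30%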;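 note: 0% = DMSO neutral control and 100% = excess unlabeled competitor peptide PRC23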
# SR-BI DiI-HDL act: SR-BI HDL lipid transfer activation; CHO ldlA[mSR-BI] cells, DiI-HDL uptake fluorescence, 3 h; 100 = double the neutral-control signal; activation, % at 12.5 µM; actives 0.096% (n = 320,000);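 active = mean replicate activation of at least 60% and every replicate at or above 60%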;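 note: 0% = median plate neutral-control signal and 100% = twice that signal; values of inactives mirror those of a sister screen read the other way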
#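 Test system: SR-BI-overexpressing, LDLR-lacking CHO cells; Also added: labelled HDL, 10 µg/mL; Measured by: bottom-read cell fluorescence after medium removal, ex 550/em 595 nm; Timing: 3 h uptake period with compound, 37 °C; Buffer or medium: F12, 0.5% BSA, 25 mM HEPES; Doses: single compound concentration, delivered by pin transfer.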
# * = called active by the depositor; / = not tested or not shown. Hits appear at their usual frequency, and some 3.6% of all compounds hit somewhere here.
SMILES,CAL PDZ FP-1,SR-BI HDL uptake,Wnt bcat act,E coli growth,AddAB inh,Tat export inh,MITF TRPM1 HTS,phage Ecoli inh,CAL PDZ FP-2,SR-BI DiI-HDL act
O=C(c1ccc(F)cc1)N1CCN(C2CCC(c3ccccc3)CC2)CC1 (centres undefined),-2.3,-7,-9,2.5,3.1,2,5,2.3,-3,7
O=C(NCCN1CCOCC1)c1cc(-c2ccc(Br)cc2)on1,-2.3,2,/,0.7,1.5,1,3,3.1,/,-2
N/C(=N\OC(=O)CC1CCCCC1)c1cccc(Br)c1,-1.5,-17,9,2.4,0.4,-5,6,0.8,4,17
O=C(Nc1nc2ccccc2[nH]1)c1cccc(Br)c1,-1.7,30,24,-4.7,-0.5,-6,15,-2.2,-8,-30
O=C(NCC1CCCN(C(=O)c2cccc(C(F)(F)F)c2)C1)c1ccc(F)cc1 (centres undefined),-0.9,-12,2,-0.1,2.8,0,8,2.7,-5,12
CN1CCN(c2ccc(Cl)cc2NC(=O)c2nn(-c3ccccc3)c(=O)c3ccccc23)CC1,-2.2,0,/,/,/,4,13,2.1,-2,0
Cc1cc(S(=O)(=O)N2CCN(Cc3ccccc3)CC2)c(C)s1,0.2,-3,0,-0.5,6.8,-10,-7,2.4,3,3
COCC(C)n1c(C)cc(C(=O)COC(=O)/C=C/c2cccc(F)c2)c1C (centres undefined),-1.8,/,0,1.5,2.0,7,2,2.1,-4,/
COc1cc(/C=N\NC(=O)c2cccnc2)ccc1OC(=O)c1ccccc1Cl,-2.3,54,-1,-2.6,-3.7,10,10,0.4,-1,-54
c1cncc(-c2nc(NCC3COc4ccccc4O3)c3ccccc3n2)c1 (centres undefined),-7.9,43,-1,2.0,7.9,8,/,2.6,/,-43
CC(C)=NOCC(=O)Nn1c(COc2ccccc2)nc2ccccc2c1=O,-0.1,-45,0,-1.3,0.7,10,/,3.6,6,45
CN1CCN(C(=S)NC(=O)c2ccccc2Cl)CC1,-2.8,4,-2,0.7,0.4,0,0,0.2,-3,-4
Cn1c(C(=O)NCCN2CCCCCC2)cc2c(=O)n(C)c3ccccc3c21,-1.0,38,-2,-2.2,1.6,0,0,1.8,4,-38
CCCCn1c(SCc2cccc([N+](=O)[O-])c2)nc2ccsc2c1=O,-0.5,29,0,-1.3,-1.1,-6,-8,1.9,-3,-29
O=C(c1ccc(-n2c(SCc3cc(F)ccc3F)nc3ccccc3c2=O)cc1)N1CCOCC1,-2.2,2,-2,-0.1,1.5,2,-7,3.8,1,-2
CC1(C)Cc2c(sc(NC(=O)C(C)(C)C)c2C#N)C(C)(C)N1,-0.5,10,-3,-1.1,1.1,-1,6,3.4,-4,-10
O=C(Oc1c(-c2ccccc2)c(=O)n2c3c(cccc13)CC2)c1ccco1,-2.6,0,3,-1.5,2.1,3,/,4.2,/,0
O=C(CCc1nc2ccccc2c(=O)[nH]1)NNC(=O)COc1cccc(F)c1,0.0,13,-4,2.3,-0.2,-9,3,-1.9,-6,-13
Cc1cc(NC(=O)CSc2nnc(-c3cccs3)n2N)no1,-0.9,3,/,0.5,2.4,1,-11,0.7,-2,-3
COc1ccccc1N1CCN(CCOc2c(OC)cccc2OC)CC1,-1.1,-37,/,-2.8,1.2,2,/,-0.5,/,37
COC(=O)c1ccc(-c2cc3onc(-c4ccccc4)c3c(=O)n2C)cc1,-1.5,13,31*,3.4,5.9,2,39,3.4,-2,-13
Cc1ccc(C(C)NC(=O)C2CCCC2)c(C)c1 (centres undefined),-0.1,-8,-1,-0.6,1.3,1,-11,1.1,-4,8
Cc1ccc(C(=O)O)cc1N=Cc1cc(Br)cc(Br)c1O,-2.1,-22,/,-0.2,1.3,-8,-18,/,-1,22
CCOc1ncccc1C(=O)Nc1nnc(C(CC)CC)s1,-3.7,36,0,-1.6,-0.9,-6,14,2.3,-4,-36
Cc1ccc(NC(=O)C2CC(=O)Nc3nncn32)cc1 (centres undefined),-1.9,-14,0,-0.7,-3.5,-2,-7,0.9,-2,14
CCC(C)C(NC(=O)C1CCC(=O)N1C(=O)OCc1ccccc1)C(=O)NC(C(=O)N1CCCC1C(N)=O)C(C)CC (centres undefined),0.2,/,0,0.3,1.1,-4,/,-1.5,-1,/
NC(=O)Nc1ccc(C(=O)OCC(=O)N(Cc2ccccc2)C2CCS(=O)(=O)C2)cc1 (centres undefined),-0.4,-8,-1,1.0,-0.6,-8,-11,4.2,37*,8
O=C(COc1ccccc1)Nc1ccc(S(=O)(=O)Nc2ncccn2)cc1,-0.6,19,-2,1.5,-1.8,-4,-20,6.2,11,-19
COc1ccccc1NC(=O)CSc1nnc(C2CCCCC2)o1,/,-33,2,0.7,0.8,6,/,3.3,-1,33
CN(C)CCCCCN(C)Cc1cc2ccccc2o1,-16,-40,2,1.9,1.6,1,20,7.1,0,40
Cc1ccc(OC(F)F)c(NC(=O)Nc2cccc(C(F)(F)F)c2)c1,-2.5,39,-10,8.2,7.3,7,-3,/,/,-39
Cc1ccc(S(=O)(=O)N2CCCCC2C(=O)O)cc1 (centres undefined),-2.7,0,-1,0.4,1.2,-6,7,4.1,-3,0
COc1ccccc1C(=O)NC(=O)COC(=O)C1CC1,-0.9,-19,4,-0.6,0.0,3,9,0.7,22,19
CCCCCC(=O)N/N=C(\C)c1ccc(N2CCCCC2)cc1,-0.8,27,4,0.4,1.0,3,1,3.0,3,-27
COc1cccc(C(=O)N2CCn3c2nc2ccccc23)c1,-0.3,4,23,-0.2,0.1,-6,12,2.8,0,-4
Cn1nc(C(=O)N2CCN(c3ccccn3)CC2)c2ccccc2c1=O,-1.6,-10,-3,-2.0,1.7,-3,-10,1.1,/,10
c1cc2[nH]snc2c2nc(C3CC3)nc12,-0.9,-31,/,2.3,7.6,2,/,-0.3,1,31
O=C(O)COc1ccc2c(c1)CCCC2,-1.8,-22,/,-2.5,-0.9,-1,-7,2.3,0,22
O=C1CSC(c2c(F)cccc2Cl)N1c1cccc(F)c1 (centres undefined),-2.8,-39,-6,-0.6,0.5,3,/,2.0,-2,39
CC(C)OCCCN1CC(=O)N2[C@@H](Cc3c([nH]c4ccccc34)C2(C)C)C1=O,-0.6,15,2,0.0,1.6,14,10,1.7,-4,-15
CCOC(=O)Cc1csc(NC(=O)/C=C/c2cccc(Br)c2)n1,19,34,0,-0.2,-1.7,1,-2,0.3,-6,-34
Cc1cc(Cl)ccc1C(=O)C1CCCN(C(=O)/C=C/c2cnn(C)c2)C1 (centres undefined),-0.6,/,0,1.8,0.8,-5,5,-0.5,4,/
Cc1cccc(N2CCC(N3CCN(C4CCCCC4)C(CCO)C3)CC2)c1C (centres undefined),-1.6,-8,1,0.5,2.8,3,-10,3.1,-3,8
C[C@@H]1CC=C[C@@H]2[C@H]1C(=O)N(Cc1ccccc1)[C@H]2c1cccc(C#Cc2ccccc2)c1,-1.9,3,-2,0.5,-0.4,-8,-14,-1.4,-6,-3
COc1ccc(C(=S)Nc2ccc(C)cc2)cc1,1.2,33,/,-2.1,1.8,-4,109*,4.0,-2,-33
CN1CC(=O)NC1=NC(=O)c1ccc(Cl)c(S(=O)(=O)N2CCCCCC2)c1,-5.6,22,/,0.0,-0.3,11,-7,1.4,-2,-22
COc1cc2c(cc1NC(=O)c1cc(-c3cccnc3)nc3ccc(C)cc13)oc1ccccc12,/,78*,-2,-2.7,1.5,-6,7,2.2,-3,-78
COc1ccccc1OCCNC(=O)c1ccc(S(=O)(=O)N(C)C)cc1,-2.1,22,-2,1.1,0.4,-1,-2,3.8,-1,-22
CNS(=O)(=O)c1cccc(C(=O)OCc2cc(Cl)cc3c2OCOC3)c1,-1.7,38,-5,0.4,0.9,3,/,3.0,1,-38
O=S(=O)(Nc1cccc2ccccc12)c1ccccc1,-2.9,/,6,2.9,1.0,-3,-13,2.6,8,/
COc1c(Br)cc(Br)cc1C(=O)O,0.1,-1,/,-0.4,1.0,-17,/,1.6,-6,1
CN(Cc1ccccc1)C(=O)c1cccc(NC(=O)Cc2cccc(NC(=O)C3CCN(C(=O)C4CCC4)CC3)c2)c1,-0.3,40,-6,/,/,-2,1,2.3,1,-40
COC(=O)c1cc(NC(=O)C2CC=CCC2C(=O)O)cc(C(=O)OC)c1 (centres undefined),-0.5,-18,2,0.3,-2.0,0,/,3.9,-2,18
Cc1cnc(NC(=O)CN(C)S(=O)(=O)c2ccc(Cl)cc2)s1,-0.5,-21,-5,-0.9,0.9,-8,/,0.6,5,21
COc1ccc(C(=O)COC(=O)CN2C(=O)NC(C)(C)C2=O)cc1OC,-0.4,-15,/,1.3,0.8,0,/,1.9,14,15
O=c1oc2ccccc2cc1NCc1ccccc1O,0.2,5,20,-1.7,3.5,-6,96*,4.4,0,-5
CCOc1ccc(S(=O)(=O)NCc2ccc(F)cc2)c2cccnc12,-2.9,-1,-5,1.2,-0.2,5,5,3.2,-3,1
COC(=O)C1=C(C)N(c2ccc(Cl)c(Cl)c2)C(=O)C1,-0.5,3,-13,-0.2,2.3,2,6,1.4,-4,-3
CCOC(=O)c1nc[nH]c1C,0.1,3,1,-4.2,0.1,10,-3,2.5,2,-3
O=C(Nc1ccc2c(c1)OCO2)C1CC(c2ccccc2O)=NO1 (centres undefined),-1.0,-1,1,1.5,1.5,-8,/,3.0,-1,1
# Continued:
SMILES,CAL PDZ FP-1,SR-BI HDL uptake,Wnt bcat act,E coli growth,AddAB inh,Tat export inh,MITF TRPM1 HTS,phage Ecoli inh,CAL PDZ FP-2,SR-BI DiI-HDL act
COc1ccc(COC(=O)c2cc([N+](=O)[O-])ccc2N2CCOCC2)cc1F,-0.8,47,0,1.6,1.4,10,-66,6.7,0,-47
CC(C)(C)OC(=O)[C@H](Cc1ccccc1)NC(=O)c1nc[nH]c1C(=O)N[C@@H](CCCCN)C(=O)OC(C)(C)C,0.5,-21,-3,-0.8,-0.1,6,-16,1.3,-2,21
COc1cccc(C2CC(c3ccc(C)cc3)Nc3nc(N)nn32)c1 (centres undefined),-0.1,3,0,0.0,5.0,8,3,2.0,/,-3
COc1cc(NC(=O)CSc2nc3c(c(=O)[nH]2)CCCC3)cc(OC)c1OC,1.1,-8,0,0.2,2.4,3,-10,2.5,1,8
COc1ccc(-c2nc3ccccc3n2Cc2ccccc2)cc1,-0.3,23,1,1.0,3.4,0,11,3.8,-2,-23

# Four entries out of the list above, arranged by the value under SR-BI DiI-HDL act, rising:
Molecule,CAL PDZ FP-1,SR-BI HDL uptake,Wnt bcat act,AddAB inh,Tat export inh,MITF TRPM1 HTS,phage Ecoli inh,CAL PDZ FP-2,SR-BI DiI-HDL act
COc1ccc(COC(=O)c2cc([N+](=O)[O-])ccc2N2CCOCC2)cc1F,-0.8,47,0,1.4,10,-66,6.7,0,-47
COc1ccc(-c2nc3ccccc3n2Cc2ccccc2)cc1,-0.3,23,1,3.4,0,11,3.8,-2,-23
COc1cccc(C2CC(c3ccc(C)cc3)Nc3nc(N)nn32)c1 (centres undefined),-0.1,3,0,5.0,8,3,2.0,/,-3
COc1cc(NC(=O)CSc2nc3c(c(=O)[nH]2)CCCC3)cc(OC)c1OC,1.1,-8,0,2.4,3,-10,2.5,1,8
